Bioassay records from PubChem BioAssay.
NPSR antagonist: neuropeptide S receptor (human) antagonism, cAMP. Q6W5P4. CHO-NPSR cells, cAMP TR-FRET, antagonist mode. Potency, µM (doses to about 38.3 µM), for inactives: top-dose activity change, negative = inhibition, hits mostly inhibitors. hit rate 1% among 220,000. AID 1461; also: potency is read from the fitted curve at half-maximal effect; % is scaled to controls: 0 for no effect and ±100 for the full control effect; nearly all actives have a fitted effect of over 50% in size; many of its hits are not listed in these tables
Target sequence (Q6W5P4 whole entry, looked up): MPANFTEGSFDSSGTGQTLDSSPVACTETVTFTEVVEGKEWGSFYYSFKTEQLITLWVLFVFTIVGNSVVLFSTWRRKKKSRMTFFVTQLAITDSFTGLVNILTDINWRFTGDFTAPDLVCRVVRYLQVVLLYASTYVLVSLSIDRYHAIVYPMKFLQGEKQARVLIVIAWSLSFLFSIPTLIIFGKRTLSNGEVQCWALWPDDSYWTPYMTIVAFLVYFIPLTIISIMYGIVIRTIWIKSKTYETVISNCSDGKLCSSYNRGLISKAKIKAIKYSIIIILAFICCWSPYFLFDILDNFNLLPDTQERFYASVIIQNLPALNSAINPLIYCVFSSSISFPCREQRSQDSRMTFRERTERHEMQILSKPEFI
KinaseGlo FLuc: counter-screen: inhibitors of Kinase-Glo firefly luciferase | Potency, µM (highest dose often 38.3 µM), without a hit: top-dose activity change, negative = inhibition, hits mostly inhibitors | AID 1379 | hit rate 0.28% among 200,000 | Q27757 | Kinase-Glo luciferase, ATP luminescence, 8 min; also: potency is read from the fitted curve at half-maximal effect; % is scaled to controls: 0 for no effect and ±100 for the full control effect; nearly all actives have a fitted effect of over 60% in size
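Inhibition of Kinase-Glo luciferase light generation was assessed at 10 uM ATP in pH 7.2 imidazole buffer, with luminescence measured after eight minutes at ambient temperature.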
IMPase Li inh: cell-permeable IMPase inhibitors with lithium potentiation. CHO-M1 cells, IP1 TR-FRET (IP-One), carbachol + lithium. Potency, µM (series often up to 59.4 µM), inactives show at the top dose activity, negative = IMPase inhibition, usual class: inhibitors. hit rate 0.35% among 210,000;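 also: IP1 builds up when IMPase is blocked and the TR-FRET signal falls; potency is read from the fitted curve at half-maximal effect; plate controls were basal vehicle for no effect and high inhibitor control for full effect; nearly all actives have a fitted effect of over 50% in size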
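Readout is a homogeneous TR-FRET IP1 immunoassay (Ex 320, Em 665 and 620), where raised cytosolic IP1 lowers signal. Cells were CHO-M1 treated 30 min at 37C with test compounds plus a little lithium; AC50 values came from Hill-equation fitting.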
Epigenetic derep: epigenetic control regulation, reporter derepression; hit rate 0.2% among 280,000; murine LDR cells, GFP reporter derepression, 30 h; Potency, µM (highest dose often 53.9 µM), inactives show at the top dose GFP activation, hits mostly activators; AID 1865; also: potency is read from the fitted curve at half-maximal effect; % of control where 0% means no effect; nearly all actives have a fitted effect of over 60% in size
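Murine LDR cells bearing a silenced CMV-driven GFP reporter were exposed to compound for 30 h at 37 C. After PBS washes, GFP-positive cells (20-120 um objects) counted by laser-scanning microplate cytometry.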
L3MBTL1 inh: blocks human L3MBTL1 | hit rate 0.66% among 230,000 | AID 485360 | AlphaScreen L3MBTL1–H3K9me1 peptide binding | Q9Y468 | Potency, µM (titrated, usually from 57.1 µM), for inactives: at the highest dose activity, negative = inhibition, most hits filed as inhibitors; also: potency is read from the fitted curve at half-maximal effect; % is scaled to controls: 0 for no effect and ±100 for the full control effect; nearly all actives have a fitted effect of over 60% in size
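AlphaScreen proximity signal between nickel-chelate acceptor and streptavidin donor beads (final 10 ug/mL) reports binding of 50 nM L3MBTL1 to 75 nM biotin-H3 K9me1 peptide; complex incubated with compounds 30 min at room temperature; cefsulodin titration as control.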
CBFb-RUNX1 inh: inhibitors of human CBF-beta and RUNX1 interaction | Q01196+Q13951 | AlphaScreen CBFb-His/RUNX1-biotin binding, biochemical | Potency, µM (series often up to 59.8 µM), for inactives: top-dose activity, negative = inhibition, most hits filed as inhibitors | 230,000 tested, under 10 active | AID 1477; also: % of control where 0% means no effect
Target sequence (Q01196 whole entry, looked up): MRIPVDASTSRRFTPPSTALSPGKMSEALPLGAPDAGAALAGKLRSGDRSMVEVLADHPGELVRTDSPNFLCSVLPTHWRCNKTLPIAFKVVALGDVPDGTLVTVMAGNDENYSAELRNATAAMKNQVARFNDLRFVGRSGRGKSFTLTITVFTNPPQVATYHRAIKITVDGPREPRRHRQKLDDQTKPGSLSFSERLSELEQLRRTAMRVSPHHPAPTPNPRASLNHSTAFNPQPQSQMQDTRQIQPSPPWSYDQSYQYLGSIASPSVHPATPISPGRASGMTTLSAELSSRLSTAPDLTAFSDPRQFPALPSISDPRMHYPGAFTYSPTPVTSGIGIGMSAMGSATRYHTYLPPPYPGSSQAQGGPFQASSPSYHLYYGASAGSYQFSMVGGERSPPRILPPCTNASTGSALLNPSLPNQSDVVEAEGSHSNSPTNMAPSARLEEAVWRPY
Target sequence (Q13951 whole entry, looked up): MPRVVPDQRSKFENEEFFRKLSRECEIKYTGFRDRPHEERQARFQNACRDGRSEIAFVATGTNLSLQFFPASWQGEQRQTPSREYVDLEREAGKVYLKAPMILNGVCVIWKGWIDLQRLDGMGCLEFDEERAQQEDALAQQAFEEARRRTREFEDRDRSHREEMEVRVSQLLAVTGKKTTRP
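AlphaScreen binding: CBFb-His and RUNX1-biotin (30 nM each) preincubated 20 min, compound added for 15 min, then nickel and streptavidin beads for 90 min, all at room temperature. Disruption of the interaction by any mechanism counts as activity.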
HttQ103 aggreg: inhibitors of mutant huntingtin aggregate formation in PC12 cells; AID 1688; hit rate 1.1% among 220,000; PC12 HttQ103-GFP aggregates, Acumen cytometry, 40 h; Potency, µM (top dose mostly 46.1 µM), for the others: top-dose activity change, negative = inhibition, hits mostly inhibitors; also: potency is read from the fitted curve at half-maximal effect; % is scaled to controls: 0 for no effect and ±100 for the full control effect; nearly all actives have a fitted effect of over 60% in size
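PC12 cells stably carrying ecdysone-inducible HTT exon 1 Q103–GFP were induced with tebufenozide (100 nM final) and treated with library compounds in titration. GFP aggregates in lysates were counted by laser scanning cytometry.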
Starred values were filed as active, the others as inactive; u = inconclusive; x = not tested or not shown; [ ] = remark or other dose. Calls follow the shape of the dose curve; as a rule, active = well fitted curve in the direction sought with a large enough effect; inconclusive = small, poorly fitted or top-dose-only effect, or another doubt; inactive = no such curve, though single readings can be large; an effect the other way counts as inactive or inconclusive. Some of the compounds tested; count on the stated rates, not on these rows.

mol,L3MBTL1 inh,Epigenetic derep,CBFb-RUNX1 inh,HttQ103 aggreg,KinaseGlo FLuc,NPSR antagonist,IMPase Li inh
CC(C)NC(=O)NC(=O)COc1cccc2c1OC(C)(C)C2,-5%,1.9%,9%,-18%,-1%,12%[7.67 µM],-28%[38.3 µM]
COc1ccccc1CNC(=O)CN(c1ccc(C)cc1)S(=O)(=O)c1c(C)n[nH]c1C,-7%,-1.8%,0%,10%,5%,u,-5%[38.3 µM]
N#Cc1c2n(c3c(=O)n(Cc4ccccc4Cl)cnc13)CCCC2,-16%,0.8%,5%,-8%,9%,-21%[46.1 µM],6%[38.3 µM]
Cc1cccc(/C(N)=N/OC(=O)c2cccnc2)c1,16%,0.9%,13%,-8%[9.22 µM],-28%,0%,4%
CCOc1nc(NCCO)nc(Nc2ccc([N+](=O)[O-])cc2)n1,16%,1.0%,u,-3%,3%,-6%,-8%
CCCOc1ccc(C(=O)c2nc3c(n2O)CCCCC3)cc1,x,-0.8%,21%,u,-2%,-24%[46.1 µM],42%[activator][38.3 µM]
C(=C\c1ccccc1)/CNCC1CCCO1 (configuration not stated),2%,-1.1%,-11%,-11%,0%,8%,25%
CCCC1CC(C)(C(=O)Cn2[nH]c(=O)ccc2=O)OC1=O (configuration not stated),x,0.0%,4%,-4%,2%,-2%[46.1 µM],22%[38.3 µM]
Cc1ccc(C(=O)CSc2nnc(-c3ccc4[nH]c(C)c(C)c4c3)o2)cc1C,x,2.6%,0%,10%,-3%,-6%[46.1 µM],17%[38.3 µM]
O=C(Nc1nnc(COc2ccccc2)s1)C1CCN(S(=O)(=O)c2ccc(Cl)cc2)CC1,x,2.4%,-1%,-27%,0%,0%[46.1 µM],33%[activator][38.3 µM]
N#CC(C(=O)NC1CCCCC1)c1nc2ccccc2nc1N1CCN(c2ccccc2F)CC1 (configuration not stated),-3%,2.1%,16%,19%,-1%,1%[46.1 µM],4%[38.3 µM]
CCCCOc1ccccc1C1NC(=O)NC(C)=C1C(=O)OCc1ccco1 (configuration not stated),8%,0.3%,10%,8%,-2%,-4%[46.1 µM],12%[38.3 µM]
O=S(=O)(c1cccs1)N1CCN(CC(O)COC2CCCc3ccccc32)CC1 (configuration not stated),5%,0.0%,3%,-3%,0%,0%[46.1 µM],8%[38.3 µM]
Cc1cnc(NC(=O)c2sc(Nc3ccccc3)nc2N)o1,x,0.0%,-4%,7%[9.22 µM],x,-23%,x
O=C(N/N=C/c1ccco1)c1cc(Br)ccc1OCc1ccccc1,-6%,1.9%,-1%,-16%,-1%,13%,7%
CCCc1c(C(=O)NNc2ccc(C)cc2)cnn1-c1ccccc1,-6%,-0.3%,-5%,16%[9.22 µM],x,12%,x
COC(=O)C1=C(N)Oc2cc(C)n(Cc3ccccc3)c(=O)c2C1c1ccccc1 (configuration not stated),x,-0.3%,2%,2%[9.22 µM],7%,-17%[46.1 µM],34%[activator][38.3 µM]
COc1ccc(NC(=O)CN2c3cccc4cccc(c34)S2(=O)=O)cc1,2%,-1.1%,7%,-3%,-2%,-19%[46.1 µM],-8%[38.3 µM]
Cc1ccc(CSc2nnc(SCC(=O)N/N=C/C=C/c3ccco3)s2)cc1,u,3.0%,u,6%,0%,-2%,-3%
Cc1ccc(S(=O)(=O)N2CCN(CC(=O)Nc3ccc([N+](=O)[O-])cc3)CC2)cc1C,-2%,-1.3%,-23%,4%,-3%,-27%,16%

Whole records as entered above. Values in the order: L3MBTL1 inh	Epigenetic derep	CBFb-RUNX1 inh	HttQ103 aggreg	KinaseGlo FLuc	NPSR antagonist	IMPase Li inh
`Cc1ccc(S(=O)(=O)N2CCN(CC(=O)Nc3ccc([N+](=O)[O-])cc3)CC2)cc1C` is listed as -2%	-1.3%	-23%	4%	-3%	-27%	16%
`O=S(=O)(c1cccs1)N1CCN(CC(O)COC2CCCc3ccccc32)CC1` (configuration not stated) is listed as 5%	0.0%	3%	-3%	0%	0%[46.1 µM]	8%[38.3 µM]
`O=C(N/N=C/c1ccco1)c1cc(Br)ccc1OCc1ccccc1` is listed as -6%	1.9%	-1%	-16%	-1%	13%	7%
`COC(=O)C1=C(N)Oc2cc(C)n(Cc3ccccc3)c(=O)c2C1c1ccccc1` (configuration not stated) is listed as x	-0.3%	2%	2%[9.22 µM]	7%	-17%[46.1 µM]	34%[activator][38.3 µM]
`Cc1ccc(CSc2nnc(SCC(=O)N/N=C/C=C/c3ccco3)s2)cc1` is listed as u	3.0%	u	6%	0%	-2%	-3%

Next section:
mol,L3MBTL1 inh,Epigenetic derep,CBFb-RUNX1 inh,HttQ103 aggreg,KinaseGlo FLuc,NPSR antagonist,IMPase Li inh
CC(C)(C)C1CCC2(CC1)C(C#N)=C(SCC(=O)NC1CCCCC1)NC(=O)C2C#N (configuration not stated),-22%,-3.1%,0%,11µM*,-7%,-6%[46.1 µM],6%[38.3 µM]
Cc1cc(C)n2nc(CC(=O)NCc3ccc(F)cc3)nc2n1,3%,-1.0%,-2%,-11%,-2%,12%,2%
CCOC(=O)/C=C/c1nc(C(=O)OCC)c(C)c(=O)[nH]1,3%,0.1%,-3%,6%[9.22 µM],x,-7%,x
Cc1ccc(C)c(NC(=S)N2CCC(N(C)CC3CCCO3)CC2)c1 (configuration not stated),x,3.6%,1%,21%[1.84 µM],6%,7%[46.1 µM],20%[38.3 µM]
OCCC1CN(Cc2cccs2)CCN1Cc1ccccc1 (configuration not stated),9%,3.2%,-1%,-11%[9.22 µM],1%,-20%,2%
CCN(CC)S(=O)(=O)c1ccc2c(c1)nc(CCC(=O)Nc1ccc3c(c1)OCO3)n2C,-13%,0.0%,2%,8%,-2%,-4%,0%
COc1ccc2ccccc2c1/C=N/NC(=S)Nc1cc(S(=O)(=O)N2CCOCC2)ccc1N1CCOCC1,-1%,1.0%,-5%,6%,3%,-3%,2%
CC(C)C(c1nnnn1C1CCCC1)N1CCC(C(N)=O)CC1 (configuration not stated),-1%,-1.0%,7%,-13%[9.22 µM],-9%,-21%,7%
O=C1CCC=C1C(O)c1ccc(Cl)cc1 (configuration not stated),x,-1.1%,-1%,x,1%,x,8%
Cc1cc(C)c(/C([O-])=C(/C(=S)Nc2ccc(SC(F)F)cc2)[n+]2ccccc2)cc1C,u,2.4%,u,-27%,1%,-28%,-2%
CC(C)CC(NC(=O)C(NC(=O)OC(C)(C)C)C(C)C)C(=O)N1CCCC1C(N)=O (configuration not stated),-1%,-5.3%,12%,-9%[9.22 µM],-4%,4%[46.1 µM],-1%[38.3 µM]
CC(C)NOC(=O)c1ccc(Cl)cc1,x,1.1%,5%,-4%,-2%,14%,-7%
CN1CCN(CCCNC(=O)c2nnc(Cc3c(F)cccc3Cl)o2)CC1,x,u,5%,-5%,-4%,-3%[46.1 µM],36%[38.3 µM]
Clc1ccc(Nc2ccccc2)nn1,5%,0.0%,7%,-16%[9.22 µM],x,-29%,x
CNc1ncnc2c1ncn2[C@H]1C[C@H](O)[C@@H](CO)O1,x,1.1%,7%,x,x,x,3%
CCCOc1ccc(NC(=O)C2CC(=O)N/C(=N/N=C(\C)CCc3ccc4c(c3)OCO4)S2)cc1 (configuration not stated),-4%,-1.6%,-10%,-4%,0%,4%,4%
CC(C)(C)NS(=O)(=O)c1ccc2c(c1)oc(=O)c1cc(S(=O)(=O)NC(C)(C)C)ccc12,x,1.0%,1%,-18%,-6%,-24%[46.1 µM],-29%[38.3 µM]
COc1ccc2c(c1)CC(C1(O)C(=O)N(C)c3ccccc31)C2=O (configuration not stated),0%,0.0%,3%,1%,2%,-8%[46.1 µM],3%[38.3 µM]
Cc1ccccc1N1CCN(CCCCN2C(=O)C3CCCN3C2=O)CC1 (configuration not stated),-6%,-0.1%,-1%,-6%,-1%,18%,5%
CCOC(=O)N1CCN(C(c2cccc(OC)c2)c2sc3nc(C)nn3c2O)CC1 (configuration not stated),0%,0.0%,u,8%,-1%,1%[46.1 µM],6%[38.3 µM]
CC(=O)CC(=O)Nc1nc(C)cc(C)n1,-14%,-0.4%,2%,-1%,6%,14%,-11%
COc1ccc(CCNC(=O)c2cc(-c3ccccc3O)n[nH]2)cc1OC,x,1.0%,0%,3%,0%,-15%[46.1 µM],25%[38.3 µM]
COc1ccccc1N1CCN(C(CNC(=O)C2CCCCC2)c2cccnc2)CC1 (configuration not stated),-9%,1.3%,3%,u,-1%,-1%[46.1 µM],16%[38.3 µM]
O=C(NNC(=S)Nc1ccc(Br)cc1Cl)c1ccco1,10%,-1.0%,0%,-12%,2%,7%,7%
O=C(CCCSc1nc2ccccc2[nH]1)Nc1nnc(C2CC2)s1,18%,3.1%,12%,20%,2%,-6%,0%
O=c1oc2ccc(Cl)cc2cc1-c1ccccc1,16%,-1.5%,17%,24%,0%,-12%,-19%
OC(c1cccc(OCc2ccccc2)c1)c1nnc(-c2ccccc2)o1 (configuration not stated),-25%[11.4 µM],-1.0%,3%,u,1%,-20%[46.1 µM],19%[38.3 µM]
c1cncc(CNc2nc(-c3ccc4c(c3)OCO4)nc3ccccc23)c1,x,-0.2%,x,x,0%,x,15%
Cc1c(Br)cc(C(=O)O)c(C)c1C,x,-1.0%,7%,-8%,1%,-4%[46.1 µM],-1%[38.3 µM]
CC1=NN2C(=N)/C(=C\c3cc(C)n(-c4cccc(C)c4)c3C)C(=O)N=C2S1,3%,-0.5%,2%,-19%[9.22 µM],x,13µM*,x
